Screens: PubChem BioAssay, National Center for Advancing Translational Sciences (NCATS)
HEK293 tox: cytotoxicity counter-screen for GLP-1 receptor inverse agonists; HEK293 cAMP-luciferase reporter cells, luminescence, 24 h; Potency, µM (doses to about 38.3 µM), inactives show at the highest dose activity change, negative = inhibition, actives largely listed as inhibitors; 410,000 compounds, 0.13% hits; AID 624418;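 further: loss of luciferase light is scored as toxicity; potency means the concentration at half of the fitted maximal effect; on the % scale 0 is the no-effect control and ±100 the full control effect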
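Here, cytotoxicity is scored as loss of luminescence. The MLSMR collection was tested on cells seeded in medium containing 10% Nu serum, with a 24 hr compound exposure preceded by 12 hours of culture.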
HT1080NT lethal: kills 2HG-producing HT-1080-NT fibrosarcoma cells | HT-1080-NT fibrosarcoma viability, CellTiter-Glo ATP luminescence, 48 h | Potency, µM (doses to about 46.1 µM), without a hit: at the top dose activity, negative = less viability, actives largely listed as cytotoxic | 360,000 compounds, 1.6% hits | AID 686970;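 further: NT is the 2HG producing partner of a matched IDH1 knockdown line; potency means the concentration at half of the fitted maximal effect; 0% = DMSO-treated cells and -100% = media-only wells without cells; nearly all actives have a fitted effect of over 55% in size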
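Fibrosarcoma NT cells, 750 per well in 5% FBS RPMI, were exposed to compound for 48 hours. Viability: CellTiter-Glo luminescence.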
HT1080 IDH1KD tx: kills HT-1080 cells with IDH1 knockdown. HT-1080 IDH1 knockdown viability, ATP luminescence, 48 h. AID 686971. Potency, µM (titrated, usually from 46.1 µM), without a hit: at the highest dose activity, negative = toxicity, usual class: cytotoxic. 360,000 compounds, 2% hits;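 further: potency means the concentration at half of the fitted maximal effect; 0% = DMSO wells and -100% = cell-free medium wells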
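After a 2 h attachment period, IDH1KD HT-1080 cells took pin-transferred compound for 48 h at 37 °C; ATP-based luminescence after 10 min room-temperature reagent incubation reported viability.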
KB-3-1 cytotox: KB-3-1 parental cell cytotoxicity; KB-3-1 viability, CellTiter-Glo ATP luminescence, 72 h; Potency, µM (doses to about 46.1 µM), for inactives: at the top dose activity change, negative = cytotoxic, hits mostly cytotoxic; 400,000 compounds, 1.4% hits; AID 1347075; further: potency means the concentration at half of the fitted maximal effect; on the % scale 0 is the no-effect control and ±100 the full control effect; nearly all actives have a fitted effect of over 60% in size
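Luminescent ATP read-out (CellTiter-Glo) measures survival of drug-naive KB-3-1 cells after 72 h compound exposure at 37 °C. Titration series was screened from lowest to highest concentration, with DMSO vehicle plates as background controls.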
IL1B secr inh: inflammasome signaling inhibition, IL-1 beta readout; AID 743279; THP-1 LPS/ATP IL-1B secretion, AlphaLISA, 16 h; active compounds read low; activity change, % at 57.5 µM; 360,000 compounds, 4.7% hits; in the data active means activity change below about -50%; inconclusive means mostly about -30% to -49%; further: on the % scale 0 is the no-effect control and ±100 the full control effect
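Secreted IL-1B measured by AlphaLISA bead assay after 16 h compound exposure of THP-1 cells; compounds (final up to 57.5 uM) added 1 h before LPS (250 ng/mL) and ATP (1.25 mM) stimulation; lower signal means less secretion.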
KB-V1 MDR tox: kills drug-selected multidrug resistant KB-V1 cells | KB-V1 MDR cells viability, CellTiter-Glo, 72 h | 400,000 compounds, 3.4% hits | Potency, µM (highest dose often 46.1 µM), for the others: at the top dose activity change, negative = cytotoxicity, hits mostly cytotoxic; further: potency means the concentration at half of the fitted maximal effect; on the % scale 0 is the no-effect control and ±100 the full control effect; nearly all actives have a fitted effect of over 60% in size
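In this primary screen, KB-V1 cells overexpressing P-gp are incubated with library compounds (lowest to highest concentration) for 72 h at 37 degrees C before a luminescent ATP viability read.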
SW480 rerep: induces DNA re-replication in SW480 colon adenocarcinoma cells | SW480 DNA re-replication, Hoechst DNA content imaging, 48 h | Potency, µM (top dose mostly 46.1 µM), without a hit: at the highest dose re-replication activation, hits mostly activators | AID 624297 | 340,000 compounds, 1.8% hits; further: potency means the concentration at half of the fitted maximal effect; % of control where 0% means no effect; nearly all actives have a fitted effect of over 55% in size
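Treated cells incubate 48 hr (37 C, 5% CO2), are stained 40 min with Hoechst, and nuclear fluorescence is enumerated; a rise in nuclei with high DNA signal marks re-replication.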
MCF10A rerep: inducers of DNA re-replication in MCF 10A breast cells; 350,000 compounds, 2.9% hits; Potency, µM (doses to about 46.1 µM), without a hit: top-dose activity, positive = re-replication, hits mostly activators; MCF 10A DNA re-replication, Hoechst nuclear intensity, 48 h; further: potency means the concentration at half of the fitted maximal effect; % of control where 0% means no effect; nearly all actives have a fitted effect of over 50% in size
DRD3 agonist: agonists of human D3 dopamine receptor; P35462; D3R DiscoveRx beta-arrestin cells, luminescence, 90 min; max activation, %; 410,000 compounds, 0.58% hits; AID 652048; in the data active means max activation above about 30%; further: 0% is about no effect; mostly tested at two doses, the higher about 12 µM
Target sequence (P35462 whole entry, looked up): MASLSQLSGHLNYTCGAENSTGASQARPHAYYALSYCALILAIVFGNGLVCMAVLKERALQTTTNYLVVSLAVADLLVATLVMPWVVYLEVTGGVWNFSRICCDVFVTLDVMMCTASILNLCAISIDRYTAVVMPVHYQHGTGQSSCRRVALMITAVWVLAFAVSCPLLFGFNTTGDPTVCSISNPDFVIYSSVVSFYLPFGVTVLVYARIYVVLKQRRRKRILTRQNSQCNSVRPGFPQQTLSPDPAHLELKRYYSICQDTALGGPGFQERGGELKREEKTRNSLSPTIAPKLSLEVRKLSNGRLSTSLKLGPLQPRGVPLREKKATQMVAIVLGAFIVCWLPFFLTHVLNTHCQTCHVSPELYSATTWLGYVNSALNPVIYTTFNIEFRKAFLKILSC
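Cells at 1500/well, incubated overnight, then treated with pinned compounds (dopamine as control) for 90 min at 37 degrees C. DiscoveRx reagent added for 30 - 60 minutes at room temperature; luminescence read.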
* = called active by the depositor; ? = inconclusive; . = no result given; & = joins results of further samples; [ ] = dose if it differs, or a comment. Unless noted, the call rests on the fitted dose curve; in most records, active means well fitted curve in the direction sought with a large enough effect; inconclusive means small, poorly fitted or top-dose-only effect, or another doubt; inactive means no such curve, though single readings can be large; an effect the other way counts as inactive or inconclusive.

A first look:
SMILES | HEK293 tox | HT1080NT lethal | HT1080 IDH1KD tx | KB-3-1 cytotox | IL1B secr inh | KB-V1 MDR tox | SW480 rerep | MCF10A rerep | DRD3 agonist
CCOc1ccc(-c2nnc3sc(COc4ccc(Cl)cc4)nn23)cc1 | 11% | 17% | 13% | -6% | 5 | -9% | 0% | 14% | -14
COc1cccc(C(=O)NC2CC3CCCC(C2)N3Cc2ccc(F)cc2)c1 (stereo unspecified) | -11% | -5% | -13% | -17% | 0 | -5% | . | . | -12

The whole of this part, from the start:
SMILES | HEK293 tox | HT1080NT lethal | HT1080 IDH1KD tx | KB-3-1 cytotox | IL1B secr inh | KB-V1 MDR tox | SW480 rerep | MCF10A rerep | DRD3 agonist
CCOc1ccc(-c2nnc3sc(COc4ccc(Cl)cc4)nn23)cc1 | 11% | 17% | 13% | -6% | 5 | -9% | 0% | 14% | -14
COc1cccc(C(=O)NC2CC3CCCC(C2)N3Cc2ccc(F)cc2)c1 (stereo unspecified) | -11% | -5% | -13% | -17% | 0 | -5% | . | . | -12
Cc1cccc(CN2C(=O)N/C(=C/c3cc(C)n(-c4ccccn4)c3C)C2=O)c1 | -18% | -6% | -12% | 20% | -9 | -10% | 1% | ? | 0
CCn1cc(C(=O)NCc2ccc(Cl)cc2)c(=O)c2cc(S(=O)(=O)N3CCc4ccccc4C3)ccc21 | -19% | . | . | -6% | . | 17% | . | . | -4
CC[C@]12c3[nH]c4ccc(OC)cc4c3CCN1C(=O)C(CC(=O)NC/C=C(\C)CCC=C(C)C)C[C@@H]2C(=O)N1CCN(C(=O)C2CC2)CC1 (stereo partly specified) | -16% | -2% | -12% | -23% | -62* | ? | 27% | 3% | -14
CCCc1ccc(OCCNC(=O)C2CCCCC2)cc1 | 2% | 7% | 17% | 1% | 9 | ? | -2% | ? | 1
C=CC[C@H](CC(=O)N(CCO)Cc1ccccc1)C(=O)N[C@H](COC(=O)[C@@H](CC=C)CC(=O)OC(C)(C)C)Cc1ccccc1 | ? | ? | ? | ? | -80* | -25% | ? | ? | 4
COc1ccc(N=C2S/C(=C\c3ccc(C)s3)C(=O)N2CC(C)C)cc1 | 0% | 11% | 9% | 15% | -6 | 11% | -16% | ? | -3
CC(=O)N1N=C(c2ccc3nccnc3c2)CC1c1ccccc1 (stereo unspecified) | -33% | 5% | 1% | -15% | -3 | -1% | -1% | -3% | 6
CCOc1ccc(-c2ccc(SCC)nn2)cc1 | 9% | -6% | -15% | -19% | -20 | ? | -7% | 1% | 1
CC1Cc2cc(S(=O)(=O)NCCc3ccccc3)ccc2N1C(=O)C1CCC1 (stereo unspecified) | 1% | . | . | ? | . | -10% | . | . | -8
CN(C1CCCCC1)S(=O)(=O)c1cccc(C(=O)OCC(=O)NC2CCCc3ccccc32)c1 (stereo unspecified) | 1%[1.53 µM] | -1% | 4% | -2% | -2 | -16% | 0% | ? | 1
Cc1ccc(Cl)cc1N1CCN(C(=O)CCCCCn2c(=O)[nH]c3ccccc3c2=O)CC1 | -1% | . | . | 7% | . | 1% | . | . | -5
O=C(c1ccc(F)cc1)N1CCC(C(=O)N2CCN(S(=O)(=O)c3cccc(Cl)c3)CC2)CC1 | 10% | 0% | -4% | -2% | -2 | ? | 2% | -3% | 2
Cc1ccn2c(C(=O)c3ccc(Cl)cc3)cnc2c1 | -23% | -4% | -3% | -23% | -1 | 0% | 3% | 25% | 2
O=C(N/N=C/c1ccco1)c1cc(Br)ccc1OCc1ccccc1 | 0% | 12% | 4% | 17% | 24 | -23% | 1% | 22% | -4
CC1CC(C)CN(C(=O)CSc2nnc(-c3ccco3)o2)C1 (stereo unspecified) | -1% | -1% | 0% | 3% | ? | -11% | -5% | 28% | 5
O=C(NCC(=O)N(Cc1cccs1)C(C(=O)NC1CCCCC1)c1cccnc1)c1ccco1 (stereo unspecified) | -8% | 29% | 20% | 13% | 11 | 0% | -1% | 8% | 3
COCCNC(=O)C(c1cccs1)N(Cc1cccs1)C(=O)Cn1nnc2ccccc21 (stereo unspecified) | -29% | 11% | 5% | 7% | 37 | -7% | 4% | ? | -5
Cc1cc(C)nc(SCc2nnc(SCc3ccccc3Cl)o2)n1 | -1% | -5% | -12% | -7% | 0 | -13% | 1% | ? | 5
COc1ccc(C2/C(=C(/O)c3ccc(C)cc3)C(=O)C(=O)N2CC2CCCO2)cc1OC (stereo unspecified) | -5% | 19% | 17% | 3% | 17 | 23% | -19% | -21% | 2
CCCCOc1ccc(CSC(=N)N)cc1[N+](=O)[O-] | ? | -10% | ? | ? | -102* | ? | ? | ? | 2
CC(=O)Oc1c(C)cc(Cl)cc1C(=O)Nc1ccc([N+](=O)[O-])cc1Cl | ? | ? | 1.2µM* | 7.3µM* | -67* | 3% | 6.5µM* | 17% | 5
CC(Sc1ccc(S(=O)(=O)N2CCCC2)cn1)C(N)=O (stereo unspecified) | 0% | -3% | 7% | 2% | 8 | -4% | 2% | -5% | 10
Cc1ccc(C)c(NC(=O)CSc2ccc(-c3cccs3)nn2)c1 | 15% | -2% | -14% | -3% | -1 | -6% | 2% | 1% | 8
CC(C)(C)C(=O)Nc1ccc2c(c1)OCCOCCOc1cc(NC(=O)C(C)(C)C)ccc1OCCOCCO2 | -13% | 14% | 22% | ? | ? | ? | 2% | -12% | 1
Oc1ccc(C2CNCc3sccc32)cc1O (stereo unspecified) | 10% | ? | ? | -1% | 3 | -1% | -2% | ? | 16
Cc1ccc(C2(C)NC(=O)N(CC(=O)NNC(=O)c3ccccc3F)C2=O)cc1 (stereo unspecified) | 1% | -11% | -29% | 5% | 29 | 1% | 2% | 3% | -4
Cc1cccc(C)c1Nc1nnc(SCC(=O)Nc2sccc2C#N)s1 | -14% | -14% | -10% | 5% | 0 | -29% | 0% | ? | 2
CCOC(=O)c1ccc(-n2nc(C)cc2C)cc1 | 14% | -2% | 2% | -16% | -10 | 0% | -4% | 4% | -6
C/C=C(/C)C(=O)O[C@@H]1c2c(ccc3ccc(=O)oc23)O[C@@H]1C(C)(C)OC(C)=O | -26% | 10% | 7% | 3% | 0 | -27% | -5% | ? | 9
OC1(C#Cc2c(-c3ccsc3)oc3ccc(N4CCOCC4)cc23)CCCCC1 | 4% | ? | ? | ? | 0 | 0% | ? | ? | 2
COc1ccc(NC(=O)CN(C)C(=O)CCCc2c[nH]c3ccccc23)cc1 | -7% | 7% | 2% | -4% | 8 | ? | -1% | 17% | -1
COc1cccc(CNC(=O)c2nnn(CC(=O)Nc3cc(Cl)ccc3C)c2N)c1 | -13%&1% | ? | ? | -3% | -1 | 2% | -6% | 1% | -12&-7
O=C(NCc1ccc(F)cc1)c1cc(C2CCCN(C(=O)c3ccc4c(c3)CCO4)C2)on1 (stereo unspecified) | -21% | -24% | -8% | 0% | -1 | -12% | . | . | -6
COc1ccc(C(C)(O)c2nc(-c3cccc(F)c3)cs2)cc1 (stereo unspecified) | -31% | ? | ? | ? | 60 | ? | . | . | 0
CCC(C)[C@H](NC(=O)[C@@H]1CSC2c3ccccc3C(=O)N21)C(=O)NCC1CCCO1 (stereo partly specified) | 2% | 8% | 15% | 3% | 0 | -1% | 1% | 0% | -9
COCCNC(=O)C1CCCN(Cc2cccc(C#N)c2)CC1 (stereo unspecified) | -1% | 20% | ? | 7% | 38 | -2% | . | . | 1
NC(=S)N=Nc1c(O)n(Cc2ccc(F)cc2)c2ccccc12 | ? | -25% | -29% | -6% | 0 | -13% | 2% | ? | 3
O=C(/C=C/c1ccccc1)NNc1ccc(Cl)cc1 | -1% | ? | ? | -1% | 20 | 0% | 23% | -2% | -11
CCOC(=O)Cn1nc(-c2ccccc2)c2cnc3ccc(OCC)cc3c21 | 5% | . | . | -22% | . | -14% | . | . | 6
CCOc1ccc(N2CC(C(=O)Nc3nnc(Cc4ccc(OC)c(OC)c4)s3)CC2=O)cc1 (stereo unspecified) | -6% | -26% | -6% | 6% | 0 | 0% | ? | 7% | 5
CN(C)CCCn1c(SCC(=O)Nc2nc(-c3cccc(Br)c3)cs2)nc2ccccc2c1=O | ? | 21µM* | 16µM* | ? | -90* | ? | -3% | ? | -14
CC(C)c1nnc(NC(=O)c2nc(S(=O)(=O)Cc3ccc(F)cc3)ncc2Cl)s1 | 3% | 26µM* | 23µM* | ? | -105* | 0% | 1.3µM* | 0.73µM* | -22
COc1ccc(NC(=O)c2cc(-c3ccco3)on2)cc1 | 0% | -4% | -2% | -2% | -1 | -2% | 14% | 15% | -12
COc1ccc(Nc2nc(C)nc3c2nnn3Cc2ccccc2Cl)c(OC)c1 | 1% | 0% | 5% | 15% | 0 | 6% | 0% | 3.3µM* | 2
CC(C)c1ccc(-n2cnn(-c3ncccc3[N+](=O)[O-])c2=O)cc1 | 11% | -12% | -17% | 20% | 35 | ? | 0% | -3% | -20
O=C(Nc1ccc2c(c1)OCCO2)c1ccc(Br)cc1 | -8% | ? | -17% | -6% | ? | ? | ? | -2% | 3
Cc1ccc(C(=O)N2CCCC2(C)C(=O)NCC(C)C)cc1F (stereo unspecified) | 7% | 29% | 2% | 0% | 15 | 1% | . | . | -3

Full records, quoted from the list.
Shown for CC(C)c1ccc(-n2cnn(-c3ncccc3[N+](=O)[O-])c2=O)cc1 → HEK293 tox = 11%; HT1080NT lethal = -12%; HT1080 IDH1KD tx = -17%; KB-3-1 cytotox = 20%; IL1B secr inh = 35; KB-V1 MDR tox = ?; SW480 rerep = 0%; MCF10A rerep = -3%; DRD3 agonist = -20
Shown for CC(C)c1nnc(NC(=O)c2nc(S(=O)(=O)Cc3ccc(F)cc3)ncc2Cl)s1 → HEK293 tox = 3%; HT1080NT lethal = 26µM*; HT1080 IDH1KD tx = 23µM*; KB-3-1 cytotox = ?; IL1B secr inh = -105*; KB-V1 MDR tox = 0%; SW480 rerep = 1.3µM*; MCF10A rerep = 0.73µM*; DRD3 agonist = -22
